Screening data from PubChem.
SRC1 TRFRET art = flags TR-FRET format artefacts in PPARgamma SRC-1 recruitment agonist screen; 99,000 tested, 0.34% active; TR-FRET detection artefact counter-screen, emission ratio; stronger effect = higher value; TR-FRET ratio at 8 µM; AID 1051; in the data active means TR-FRET ratio above about 2300; further: inactives centre near 1800; reference of the scale not given here
SRC3 TRFRET art = counter-screen for PPARgamma SRC-3 recruitment agonists: TR-FRET artefact. 99,000 tested, 0.39% active. TR-FRET ratio at 8 µM. AID 1048. PPARgamma/SRC-3 format; stronger effect = higher value; in the data active means TR-FRET ratio above about 2000; further: inactives centre near 1600; reference of the scale not given here
Numbers without * were called inactive; i = inactive; & = joins results of further samples.

SMILES	SRC1 TRFRET art	SRC3 TRFRET art
OCCOCCN1CCN(C2=Nc3ccccc3Sc3ccccc32)CC1	i	i
O=C(COC(=O)c1cccc2c1C(=O)c1ccccc1C2=O)NC1CCCCC1	1804	1765
CN1CCN(NC(=O)c2cc(Br)ccc2Cl)CC1	1717	1537
O=C(CN1C(=O)/C(=C/c2ccccc2)SC1=S)Nc1cccnc1	1832	1491
Cc1cc(C)nc(SCC(=O)Nn2cnnc2)n1	2087	1627
Cc1c(Cl)cccc1NCC(=O)NN=C1CCCC1	1807	1494
COCCCn1c(=O)/c(=C\c2ccccc2OC(F)F)s/c1=C(/C#N)C(N)=O	1619	1546
CC(=O)C1=C(C)NC(=O)CC1c1ccc(Br)cc1 (stereo not drawn)	1635	1585
O=C(Nc1nc(-c2ccccc2)cs1)c1ccc(=O)[nH]c1	2094	1654
O=C(NCc1ccccc1)c1cccc(NS(=O)(=O)c2cccc3cccnc23)c1	1756	1697
O=C(CSc1ncnc2ccccc12)NCCc1ccccc1	1549	1523
CCn1c(C(C)NC(=O)c2cccc(C)c2)n[nH]c1=S (stereo not drawn)	1587	1409
O=C(CCl)N(Cc1ccccc1)c1ccccc1	1848	1577
NS(=O)(=O)c1ccc(NC(=O)/C=C/c2ccc3c(c2)OCO3)cc1	1592	1377
Cc1cc2cc(CNC(=S)NC3CCCCC3)ccc2n1C	1810	1769
O=C(Cc1cccs1)Nc1cccc(-c2nc3ccccc3[nH]2)c1	1823	1546
CC(C)c1ccc2[nH]c(O)c(N=NC(=O)c3ccc(CSc4nncn4C)cc3)c2c1	1483	1282
CC(C)N1CCC(N2CCN(CC#Cc3ccccc3)CC2CCO)CC1 (stereo not drawn)	1894	1494
COc1ccccc1CCNC(=O)C(=O)NCC1OCCN1S(=O)(=O)c1ccc(Br)cc1 (stereo not drawn)	1624	1504
O=C(O)CSCc1nc2ccccc2[nH]1	1713	1447
Cc1cc(C)cc(OCC(=O)OCC(=O)NCCC2=CCCCC2)c1	1554	1446
CC(=O)C1=C(c2ccccc2)OC(N)=C(C#N)C1c1ccccc1C (stereo not drawn)	1800	1684
CCn1c(SCC(=O)O)nnc1-c1cccnc1	1802	1679
CCCCCC(=O)NNC1=NCC(Cc2ccccc2)S1 (stereo not drawn)	1753	1737
CCCC1C2CN(C(C)=O)CC=C2C(C#N)=C(N)C1(C#N)C#N (stereo not drawn)	1772	1609
COc1ccc(/C=N/N=C(\N)c2nonc2N)cc1OC	1729	1487
O=C(COc1ccccc1)OC(C(=O)c1ccccc1)c1ccccc1 (stereo not drawn)	1762	1723
COc1ccc(NC(=S)N(CCN2CCCCC2)Cc2ccco2)cc1	1599	1431
CC(=O)c1c(C)[nH]c(C(=O)COC(=O)c2cccc(S(=O)(=O)N(C)c3ccccc3)c2)c1C	1877	1800
C/C(CCc1ccccc1)=N\NC(=O)CCc1ccccc1	1678	1595
c1cnc(N2CCN(Cc3ccc4c(c3)OCO4)CC2)nc1	1984&1763	1574&1861
CCOc1nc2ccccc2cc1C=O	1842	1603
c1ccc(-c2n[nH]c3ccccc23)cc1	1965	1516
Cc1ccc2[nH]cc(CCCN3C(=O)c4ccccc4C3=O)c2c1	1809	1464
O=C(CSc1ccccn1)Nc1cccc2ccccc12	1823	1588
Oc1c(Cl)cc(Cl)cc1C=Nc1ccccc1N1CCCC1	1595	1513
CN(C)S(=O)(=O)Oc1cc(Cl)ccc1C(=O)Nc1ccc(F)cc1F	2144	1912
O=C(Cc1ccccc1)NCC1OCCc2ccccc21 (stereo not drawn)	1745	1527
Cc1ccc(NC(=O)CCC(=O)N/N=C/c2ccco2)c(C)c1	1630	1565
O=C(COC(=O)/C=C/c1ccco1)NCc1ccc2c(c1)OCO2	1827	1517
COc1cc(CNC(=O)c2cccc(COc3ccc(Cl)cc3)c2)cc(OC)c1	1617	1367
Cc1cc(Oc2ccc(Cl)cc2)nc(SCC(=O)c2ccccc2)n1	1741	1640
CC(=O)Nc1ccc(NC(=O)COc2c(C)cc(Br)cc2C)cc1	1956	1482
COc1cccc(CC2(CO)CCCN(Cc3cn[nH]c3C3CCCCC3)C2)c1 (stereo not drawn)	1641	1600
COc1ccc(NC(=O)COC(=O)Cc2c(F)cccc2Cl)cc1	1698	1545
O=C(CN1N=C(c2ccc(Cl)cc2)CCC1=O)NCc1cccnc1	1957	1434
CN(CC(=O)NCCc1ccc(F)cc1)Cc1cccc(Cl)c1	1928	1389
Cc1noc(C)c1S(=O)(=O)N(C)Cc1ccccc1	1548	1541
CCc1ccc(OCCCC(=O)Nc2ccc(S(N)(=O)=O)cc2)cc1	1712	1630
COc1ccccc1NC(=O)C1=C(C)NC(=O)NC1c1ccc(C)s1 (stereo not drawn)	1742	1448
Cn1nc(C(=O)OCC(=O)Nc2ccc3ccccc3c2)c2ccccc2c1=O	1436	1620
COc1ccc(C(=O)N(c2ccc(C)cc2)C2C=CS(=O)(=O)C2)cc1OC (stereo not drawn)	1817	1783
CCCSc1nnc(CSc2nc(C)cc(C)n2)n1C	1850	1723
Cc1ccccc1/C=N/Nc1nc2ccccc2[nH]1	1938	1618
CN(C)S(=O)(=O)c1ccc(NC(=O)C2CCCN(C(=O)c3ccc(Cl)cc3)C2)cc1 (stereo not drawn)	2128	1630
NC(=O)c1sc2nc3c(c(-c4cccs4)c2c1N)CCCC3	1749	1738
COc1ccc(N2CCN(c3ccc(C(N)=O)cc3[N+](=O)[O-])CC2)cc1	1670	1569
CC1CCCN(S(=O)(=O)c2ccc(C(=O)Nc3ccccc3-c3nc4ccccc4[nH]3)cc2)C1 (stereo not drawn)	2126	1605
Cc1ccc(C(=O)Cn2cccn2)cc1	1721	1696
CC(=O)Nc1nc(NC(=O)/C=C/c2ccccc2)n(-c2ccccc2)n1	1710	1677

Carrying on.
SMILES	SRC1 TRFRET art	SRC3 TRFRET art
C/C(Cn1cnc([N+](=O)[O-])n1)=N\NC(=O)c1ccccc1O	1932	1368
COc1ccc2c(OC)cc(=O)n(C)c2c1	1505	1489
Cc1cc(C)nc(/N=C(\N)Nc2ccc(S(=O)(=O)O)cc2)n1	2088	1908
CN(c1ccc(C(=O)N2CCN(Cc3ccc4c(c3)OCO4)CC2)cc1)S(C)(=O)=O	1778	1598
Cc1ccc(S(=O)(=O)NCC(=O)OCC(=O)N(Cc2ccccc2)C(C)(C)C)cc1	2029	1734
CC(C)C(=O)Nc1ccccc1C(=O)OCC(=O)c1ccc2c(c1)OCCO2	1937	1583
OCCC1CN(Cc2nc3c(s2)CCCC3)CCN1Cc1ccsc1 (stereo not drawn)	1638	1540
Fc1ccc(-c2cnn3c(-c4cccs4)ccnc23)cc1	1856	1513
CC(C)(O)C(=O)N=Nc1c(O)[nH]c2ccccc12	1938	1549
O=C(CCc1c[nH]c2ccccc12)NCc1ccco1	1897	1656
N#Cc1c(Cn2cncn2)nc(=O)n(-c2ccc(Cl)cc2)c1N	1783	1461
CC(=O)c1ccc(Nc2cc(C)nc3c(C)cc(C)cc23)cc1	1714	1707
COc1ccc(CC(=O)Nc2ccc(C(=O)Nc3nccs3)cc2)cc1OC	2036	1692
O=C(O)c1ccc(COc2ccc3ccccc3c2/C=C2/NC(=O)N(Cc3ccc(F)cc3)C2=O)cc1	1955	1660
C(=N\Nc1nc(N2CCCCC2)nc(N2CCCCC2)n1)/c1c[nH]c2ccccc12	1812	1491
O=C(CN1CCCc2ccccc21)N/N=C/c1ccccc1O	1824	1716
NC(=O)Cc1ccc(C(=O)c2ccc(Cl)cc2Cl)s1	1592	1573
CCCCNC(=S)Nc1ccc2cn[nH]c2c1	1760	1436
COc1ccc(Br)cc1/C=N/Nc1ccc(Cl)c(C(=O)O)c1	1885	1618
COc1cccc(C(C(=O)NC2CCCCC2)N(C(=O)c2cccs2)c2ccc3c(c2)OCO3)c1 (stereo not drawn)	1832	1761
Cc1[nH]c2ccccc2c1C(=O)C(=O)NCc1cccs1	1547	1456
CC(=O)c1cn(CC(=O)Nc2cccc(C)c2C)c2ccccc12	1525	1637
O=C(CCN1C(=O)/C(=C/C=C/c2ccccc2)SC1=S)Nc1cccnc1	1498	1383
CCOC(=O)Cc1csc(NC(=O)c2cc(C)cc(C)c2)n1	1746	1587
CCOC(=O)c1c(C2CC2)csc1NC(=O)COC(=O)CCS(=O)(=O)c1ccc(C)cc1	1650	1642
COc1cc(C=O)ccc1OCc1ccccc1Br	1740	1450
CCNC(=O)C(=O)NCC1OCCCN1S(=O)(=O)c1cccs1 (stereo not drawn)	1646	1652
CN(C)c1ccc(/C=N/OC(=O)Nc2ccccc2Cl)cc1	1735	1776
FC(F)(F)c1cnc(-c2cnc(-c3ccccn3)nc2)c(Cl)c1	1800	1777
Cc1cc(Nc2cc(C)on2)n2ncnc2n1	1967	1520

One compound at a time, as listed above. Order of values: SRC1 TRFRET art | SRC3 TRFRET art
Results for CC(=O)c1cn(CC(=O)Nc2cccc(C)c2C)c2ccccc12 = 1525 | 1637
Results for CCNC(=O)C(=O)NCC1OCCCN1S(=O)(=O)c1cccs1 (stereo not drawn) = 1646 | 1652

(continued)
SMILES	SRC1 TRFRET art	SRC3 TRFRET art
CC(=O)c1ccc(NC(=S)N2CC(C)CC(C)C2)cc1 (stereo not drawn)	1702	1309
Cc1cc(SCC(=O)Nc2cccnc2Cl)nc2ccccc12	1716	1475
CCc1nnc(NS(=O)(=O)c2ccc(NC(=S)NC(=O)c3ccc(OC)cc3)cc2)s1	1711	1854
O=C(CCOc1ccccc1)Nc1cccc(S(=O)(=O)Nc2ccccc2Cl)c1	1789	1380
O=C(CN(C(=O)Cn1nnc(-c2cccs2)n1)c1cnc2ccccc2c1)NCC1CCCO1 (stereo not drawn)	1863	1512
O=C1CCC(=O)N1c1nc2nc(-c3ccccc3)cc(-c3ccccc3)n2n1	2039	1712
Cc1ccc(CNc2nc(-c3cccs3)nc3ccccc23)cc1	1628	1430
O=C(c1ccc([N+](=O)[O-])cc1)n1nc(-c2ccccc2)nc1NCc1ccc(F)cc1	1784	1528
CCOC(=O)c1sc2nc(C)c([N+](=O)[O-])c(COC)c2c1N	1773	1437
O=C(NCc1cccnc1)Nc1cccc(NC(=O)NCc2cccnc2)c1	1986	1375
O=C(C1CC1)N1N=C(c2ccncc2)CC1(O)C(F)(F)F (stereo not drawn)	1856	1701
O=c1c2ccccc2nc2n1CCN2Cc1ccc(Cl)cc1	1851	1600
CCc1nn(C(C)C(=O)N2CCN(Cc3ccccc3)CC2)c(=O)c2cc3occc3n12 (stereo not drawn)	1657	1567
COc1ccc(S(=O)(=O)NC(C)CCc2ccccc2)cc1 (stereo not drawn)	1867	1628
Cc1ccc(-n2c(C)cc(/C=C3\NC(=O)NC3=O)c2C)c(C)c1	2016	1671
COCc1cc(=O)n2c(-c3ccccc3OC)n[nH]c2n1	1539	1467
COCCCNC(=O)COc1ccc(Cl)c(C)c1	1533	1642
CC(NS(C)(=O)=O)C(c1cccs1)N1CCN(Cc2ccccc2)CC1 (stereo not drawn)	1699	1673
O=C(c1ccccc1NS(=O)(=O)c1ccccc1[N+](=O)[O-])N1CCOCC1	1647	1354
COc1ccc(NC(=O)CSc2nnnn2Cc2ccccc2)cc1	1758	1552
Cc1ccc(CC2C(=O)N(c3ccc(C)cc3)C(=O)C2C)cc1 (stereo not drawn)	1954	1602
CCOc1cccc(-c2nnc3sc(-c4ccco4)nn23)c1	1543	1654
CCNc1nc(NCC)nc(-n2nc(C)cc2C)n1	1682	1473
CCOC(=O)c1sc2nc3c(cc2c1N)C(=O)CC(C)(C)C3	1904	1653
CCOC(=O)C(/C(C)=N/NC(=O)C1CC1c1ccccc1)C(C)C (stereo not drawn)	1613	1461
Cc1cc(C)cc(NC(=O)c2ccc(S(=O)(=O)C(F)F)cc2)c1	1785	1666
O=C(COC(=O)COc1ccccc1[N+](=O)[O-])NC1CCCC1	1451	1430
O=C(c1ccc(Cl)c([N+](=O)[O-])c1)N(Cc1ccccc1)C1CCS(=O)(=O)C1 (stereo not drawn)	1765	1608
Cc1ccc(S(=O)(=O)N2CCOCC2)cc1NC(=O)CNCC1CCCCC1	1957	1584
COc1ccc(-c2cc(C(=O)OC(C)C(=O)Nc3c(C)n(C)n(-c4ccccc4)c3=O)c3ccccc3n2)cc1 (stereo not drawn)	1549	1424

Filtered by structure: those above with fluorine.
SMILES	SRC1 TRFRET art	SRC3 TRFRET art
COCCCn1c(=O)/c(=C\c2ccccc2OC(F)F)s/c1=C(/C#N)C(N)=O	1619	1546
CN(C)S(=O)(=O)Oc1cc(Cl)ccc1C(=O)Nc1ccc(F)cc1F	2144	1912
COc1ccc(NC(=O)COC(=O)Cc2c(F)cccc2Cl)cc1	1698	1545
CN(CC(=O)NCCc1ccc(F)cc1)Cc1cccc(Cl)c1	1928	1389
Fc1ccc(-c2cnn3c(-c4cccs4)ccnc23)cc1	1856	1513
O=C(O)c1ccc(COc2ccc3ccccc3c2/C=C2/NC(=O)N(Cc3ccc(F)cc3)C2=O)cc1	1955	1660
FC(F)(F)c1cnc(-c2cnc(-c3ccccn3)nc2)c(Cl)c1	1800	1777
O=C(c1ccc([N+](=O)[O-])cc1)n1nc(-c2ccccc2)nc1NCc1ccc(F)cc1	1784	1528
O=C(C1CC1)N1N=C(c2ccncc2)CC1(O)C(F)(F)F (stereo not drawn)	1856	1701
Cc1cc(C)cc(NC(=O)c2ccc(S(=O)(=O)C(F)F)cc2)c1	1785	1666

The listing continues.
SMILES	SRC1 TRFRET art	SRC3 TRFRET art
COc1ccc(S(=O)(=O)N(C)CC(=O)Nc2ccc(C)cc2)cc1OC	1905	1659
O=C(CCCc1ccccc1)Nc1cccnc1Cl	1642	1577
c1ccc(CSCc2nc3ccccc3[nH]2)cc1	1888	1582
NC(=O)C(=O)NN=C1C2CC3CC(C2)CC1C3	1768	1532
Fc1ccccc1CN(CCN1CCOCC1)C(=S)Nc1ccccc1Cl	1788	1594

Structures shown so far with a CF3 group (2):
SMILES	SRC1 TRFRET art	SRC3 TRFRET art
FC(F)(F)c1cnc(-c2cnc(-c3ccccn3)nc2)c(Cl)c1	1800	1777
O=C(C1CC1)N1N=C(c2ccncc2)CC1(O)C(F)(F)F (stereo not drawn)	1856	1701

An excerpt; count on the stated rates, not on these rows.
